TRPC4 inh: TRPC4 (mouse) channel inhibition; 0.39% of 300,000 active; AID 2247; Q9QUQ5; HEK293 TRPC4beta/mu-opioid, DAMGO-evoked Fluo4 calcium flux; hits give low values; B-score at 10 µM;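 active means B-score over 3 SD under the library average, no early fluorescence shift, positive overall ratio signal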
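Material: HEK293 cells with stable TRPC4beta plus mu-opioid receptor expression; probe or stimulus: DAMGO in two steps, submaximal then maximal; technique: Fluo4 calcium fluorescence by kinetic imaging, 5 s 1 Hz baseline; measure: integrated fluorescence ratio relative to baseline, converted to per-well B score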
TRPC4 PAM: allosteric potentiators of mouse TRPC4 channel; B-score at 10 µM; 0.42% of 310,000 active; HEK293 TRPC4beta/mu-opioid, DAMGO EC20, Fluo-4 Ca2+ flux; hits give high values; AID 2227; Q9QUQ5;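 active means B-score of calcium response area above 5 SD of library B-scores, with initial fluorescence ratio within 5 SD of library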;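 further: B-score of integrated fluorescence ratio over time as area under calcium response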
PolyA inh: yeast polyadenylation inhibition. S. cerevisiae SKY197-pL101 polyadenylation reporter, beta-gal luminescence; efflux-impaired pdr1/pdr3 knockout yeast; score 100 = 6 SD above DMSO. calls only at 12 µM. 0.02% of 300,000 active;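 active means lowest replicate activity score at least 50, where 100 means six control SD above control mean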;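 further: yeast exposed to compound for 9 h at 30 °C; higher score means more reporter readthrough which indicates perturbed polyadenylation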
KCNK3 inh: human KCNK3 channel inhibition, primary screen. O14649. CHO-KCNK3 thallium flux, FluxOR fluorescence; hits give low values. 0.84% of 340,000 active. B-score at 10 µM;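 active means B-score under library mean minus 4 SD, starting fluorescence ratio at most library mean plus 5 SD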;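 further: more negative B-score means stronger inhibition of thallium flux through KCNK3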
KCNK9 block: blocks the human KCNK9 two-pore domain potassium channel | Q9NPC2 | HEK293 KCNK9, FluxOR thallium flux fluorescence; hits give low values | B-score at 10 µM | 1.2% of 310,000 active | AID 488922;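 active means ratio B-score over 3 SD below the library mean, with starting fluorescence within 5 SD of its mean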;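 further: negative B-score means less thallium flux so channel inhibition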
KCNQ1 block: inhibitors of human KCNQ1 potassium channel; P51787; CHO-K1 KCNQ1, FluxOR thallium flux fluorescence; hits give high values; B-score at 10 µM; 1.3% of 310,000 active;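 active means compounds whose thallium flux B-score, printed positive for inhibition, exceeds three library SD while starting fluorescence stays within three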;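 further: channel opened by potassium depolarization with thallium stimulus after 20 min compound exposure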
TRPC4 agonist: opens the mouse TRPC4 cation channel. Q9QUQ5. HEK293 TRPC4beta/mu-opioid, Fluo4 calcium fluorescence; hits give high values. B-score at 10 µM. 0.49% of 310,000 active. AID 2237;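 active means B-score above 5 SD of library B-scores, and initial fluorescence ratio not above library mean plus 5 SD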;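 further: positive B-score marks a calcium rise read as TRPC4 activation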
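Material: TRPC4beta and mu-opioid receptor HEK293 stable cells | Incubation: 45 min room-temperature Fluo4 loading, 110 s read | Detection: Kinetic Fluo4 calcium fluorescence | Measure: Integrated baseline-normalised fluorescence ratio, converted to per-well B score | Benchmarks: Low control buffer alone, high control maximal DAMGO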
DYRK1A inh: blocks rat Dyrk1A kinase activity | Q63470 | ADP-Glo luminescence, NFATc1 peptide | inhibition, % at 12.5 µM | 0.43% of 310,000 active | AID 504441; in the data active means inhibition above about 50%;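 further: plate controls were vehicle with enzyme for no effect and no enzyme for full effect; many of its hits are not listed in these tables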
Platelet DG rel: platelet dense granule release activity | 0.22% of 300,000 active | human platelet-rich plasma, SFLLRN dense granule ATP release, luminescence | inhibition, %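 (compounds screened at 7.5 µM in platelet-rich plasma)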 | AID 1663;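 active means mean replicate score, as percent of positive control, at or above 50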
KCNQ1 pot: human KCNQ1 channel potentiation or activation. 0.35% of 310,000 active. AID 2648. CHO-K1 KCNQ1, thallium flux FluxOR fluorescence; hits give high values. B-score at 10 µM;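 active means fluorescence ratio B-score, a plate-corrected score, at least three library SD, with initial intensity B-score within 5 SD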
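Assay system: CHO-K1 cells stably expressing KCNQ1; Medium: assay buffer with matched DMSO; Also added: K+/Tl+ depolarizing stimulus; Dosing: single dose; Timing: dye 90 min, compound 20 min, room temperature; Measured by: kinetic FluxOR thallium fluorescence, 10-s 1-Hz baseline, 110-s post-stimulus read; Read-out: peak-minus-minimum fluorescence over initial fluorescence, negative-control normalized, B-scored.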
hERG rescue: shields human hERG channel from block by proarrhythmic agents; Q12809; CHO-hERG, FluxOR thallium flux, dofetilide IC70 present; activation (rescue from dofetilide block), less the hit threshold, % at 10 µM; 0.51% of 310,000 active;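 active means activation above the mean of controls blocked by dofetilide plus 5 SD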;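 further: thallium influx through hERG after potassium depolarization seen as dye fluorescence rise; in these data hits start at about 4.7%; inactives centre near -7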
Target sequence (Q12809 whole entry, looked up): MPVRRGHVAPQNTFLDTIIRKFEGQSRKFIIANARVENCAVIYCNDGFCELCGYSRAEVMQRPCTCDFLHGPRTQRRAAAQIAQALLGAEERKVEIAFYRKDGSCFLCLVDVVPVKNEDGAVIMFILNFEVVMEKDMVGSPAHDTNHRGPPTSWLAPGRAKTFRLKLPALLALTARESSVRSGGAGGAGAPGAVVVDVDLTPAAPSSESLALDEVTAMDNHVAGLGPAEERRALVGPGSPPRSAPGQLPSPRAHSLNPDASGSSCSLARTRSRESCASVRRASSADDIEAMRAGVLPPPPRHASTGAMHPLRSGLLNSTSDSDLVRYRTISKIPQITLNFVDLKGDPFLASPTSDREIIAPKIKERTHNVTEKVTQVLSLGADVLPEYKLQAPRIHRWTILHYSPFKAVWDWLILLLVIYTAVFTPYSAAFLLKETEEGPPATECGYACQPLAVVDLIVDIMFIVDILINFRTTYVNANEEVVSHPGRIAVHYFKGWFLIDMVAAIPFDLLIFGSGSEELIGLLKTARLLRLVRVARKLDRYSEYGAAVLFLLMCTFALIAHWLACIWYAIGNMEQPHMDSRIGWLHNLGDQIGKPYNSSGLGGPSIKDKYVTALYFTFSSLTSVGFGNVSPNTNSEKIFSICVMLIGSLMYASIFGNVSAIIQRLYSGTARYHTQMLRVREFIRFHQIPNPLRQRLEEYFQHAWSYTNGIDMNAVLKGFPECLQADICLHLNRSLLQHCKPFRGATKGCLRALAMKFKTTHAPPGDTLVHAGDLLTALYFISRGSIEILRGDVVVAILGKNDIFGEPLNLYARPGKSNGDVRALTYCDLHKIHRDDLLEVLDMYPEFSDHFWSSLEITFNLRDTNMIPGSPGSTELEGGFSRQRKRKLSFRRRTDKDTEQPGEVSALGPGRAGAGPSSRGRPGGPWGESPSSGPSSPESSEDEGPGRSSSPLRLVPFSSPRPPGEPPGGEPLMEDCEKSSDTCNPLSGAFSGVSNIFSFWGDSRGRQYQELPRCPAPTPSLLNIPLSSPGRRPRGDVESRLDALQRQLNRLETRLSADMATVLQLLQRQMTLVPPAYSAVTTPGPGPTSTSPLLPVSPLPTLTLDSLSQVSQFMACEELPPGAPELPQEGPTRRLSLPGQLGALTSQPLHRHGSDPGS
* hit, by the source's call; i = inactive; . = no result given.

SMILES	TRPC4 inh	TRPC4 PAM	PolyA inh	KCNK3 inh	KCNK9 block	KCNQ1 block	TRPC4 agonist	DYRK1A inh	Platelet DG rel	KCNQ1 pot	hERG rescue
CCOc1ccc(NC(=O)CN(C)C(=O)CCc2ccccc2Cl)cc1OCC	i	i	i	i	i	i	i	2.0	5.6	i	-22.1
Cc1ccc2oc(C(=O)N3CCN(CC(=O)NC(C)C)CC3)c(C)c2c1	i	i	i	i	i	i	i	11.4	-3.9	i	-5.6
CCC(=O)Nc1nnc(S(=O)(=O)N(CC)c2cc(C)cc(C)c2)s1	i	i	i	i	i	i	i	-2.3	0.7	i	1.4
CSCCC(NC(=O)c1ccc(Cl)cc1)C(=O)OCC(=O)c1ccc[nH]1 (stereo not given)	i	i	i	i	i	i	i	-2.0	1.0	i	-2.1
CCCOc1ccc(C2C(C(=O)c3ccco3)=C(O)C(=O)N2CCN2CCOCC2)cc1OC (stereo not given)	i	i	i	.	i	i	i	.	-0.7	i	-3.7
O=C(NC1CCN(S(=O)(=O)c2cccc(Cl)c2)CC1)C1CCCCC1	i	i	.	i	i	i	i	0.7	-0.9	i	-4.2
O=C(COC(=O)c1c(Cl)ccc(Cl)c1Cl)NC(=O)NCc1ccccc1	i	i	i	i	i	i	i	-4.7	24.9	i	-6.5
Cc1ccc2c(c1)NC(=O)C(CC(=O)NC1CCCCC1C)O2 (stereo not given)	i	i	i	i	i	i	i	-7.7	-3.3	i	-10.2
CC(C)c1nc2sc3c(=O)[nH]cnc3c2c2c1CCCC2	i	i	i	i	i	i	i	1.1	-1.8	i	-12.7
Cc1ccc2c(c1)N(CCCC(=O)NCCCN1CCCC1=O)C(=O)CO2	i	i	i	i	i	i	i	-1.8	10.8	i	-7.1
Cc1nc2ccccc2n1CC(O)COCC1CC=CCC1 (stereo not given)	i	i	i	i	i	i	i	-3.0	-28.7	i	-7.6
CCc1ccc(C(=O)COC(=O)c2ccc(-c3nnc(-c4ccccc4)o3)cc2)cc1	i	i	i	i	i	i	i	4.2	-0.6	i	-15.3
Cc1ccsc1C1C(C#N)=C(N)N(N(C)C)C2=C1C(=O)CCC2 (stereo not given)	i	i	i	i	i	i	i	.	3.6	i	7.9*
Cc1ccc(N2CN=c3s/c(=C\c4cccnc4)c(=O)n3C2)cc1	i	i	i	i	i	i	i	24.1	5.8	i	-12.2
CCOc1ccc(OCC(=O)OC(C)C(=O)Nc2ccc(Cl)cn2)cc1 (stereo not given)	i	i	i	i	i	i	i	28.5	0.4	i	-10.8
COCCn1c(SCc2nc3sc(C(=O)OC)c(C)c3c(=O)[nH]2)nc2ccccc21	i	i	i	i	i	i	i	0.0	-7.3	i	-15.4
C/C=C/n1ccnc1CC(O)(c1ccccc1)c1ccc(C)cc1 (stereo not given)	i	i	i	i	i	i	i	.	-6.1	i	-11.3
COc1cccc(N2CCN(C(=O)c3c(C)nn(-c4ccccc4)c3C)CC2)c1	i	i	i	i	i	i	i	.	-3.1	i	-14.5
CSc1ccc(/C=N/NC(=O)c2ccc(O)cc2)cc1	i	i	i	i	i	i	i	7.1	17.4	i	-0.7
O=C1COCCOCCOCCOCC(=O)NCCN1	i	i	i	i	i	i	i	-5.7	2.9	i	-3.2
Cc1[nH]c2ccccc2c1C(C[N+](=O)[O-])c1ccco1 (stereo not given)	i	i	i	i	i	i	i	4.9	-11.8	i	-5.8
CCn1c(=O)c(C(=O)NNC(=O)c2ccccc2Br)c(O)c2ccccc21	i	i	i	i	i	i	i	-6.4	0.1	i	-12.0
COc1ccc(/C=C2/SC(=S)N(CCCC(=O)Nc3ccccc3C(=O)O)C2=O)cc1	-6*	i	i	i	i	i	i	5.9	0.4	i	-19.9
CCc1ccc2c(c1)c(N=NC1=NC(=O)CS1)c(O)n2CC	i	i	i	i	i	i	i	4.8	0.2	16*	7.7*
COc1ccc(S(=O)(=O)NCC2CCCN(C(=O)CC3CCCC3)C2)cc1 (stereo not given)	i	i	i	i	i	i	i	-5.0	-5.2	i	-10.4
CC1CCCCN1CC(=O)Nc1ccc(N2CCCCCC2)cc1 (stereo not given)	i	i	i	i	i	i	i	-2.9	0.8	i	-15.1
Cn1c(Cl)nc2ccccc21	i	i	i	i	i	i	i	-1.1	1.3	i	-6.8
COc1ccc(-c2noc(N(C)CC(=O)Nc3cccc(C(F)(F)F)c3)n2)cc1	i	i	i	i	i	i	i	8.2	-27.2	i	-5.2
OC(CNCc1ccc(Cl)cc1)(c1ccccc1)c1ccc(F)cc1 (stereo not given)	i	i	i	i	-7.58*	i	i	-1.9	-2.1	i	-18.4
O=C(Nc1cccc(Cl)c1)NC1CCN(C2CCCCC2)C1 (stereo not given)	i	i	i	i	i	i	46*	-1.9	4.6	i	-3.8
Cc1sc(-c2ccccn2)nc1OC(=O)c1ccc(Cl)c(Cl)c1	i	i	i	i	i	i	i	9.8	6.6	i	-15.2
O=C(c1cccc(Cl)c1)N1CCN(C2CCCCCC2)CC1	i	i	i	i	i	i	i	3.4	-0.6	i	-3.7
COc1ccc2cc(C3NC(=O)c4ccccc4N3)c(Cl)nc2c1 (stereo not given)	i	i	i	i	i	i	i	2.4	-3.1	i	-13.2
COc1cccc2c3c(c(C)nc12)CC(C)O3 (stereo not given)	i	i	i	i	i	i	i	11.9	-1.6	i	-4.6
CCCCN(C(=S)Nc1cccc(C)c1C)c1c(N)n(CCC)c(=O)[nH]c1=O	i	i	i	i	i	i	i	8.1	-5.1	i	-10.2
CC1Oc2ccccc2C=C1/C=C1/SC(N2CCOCC2)=NC1=O (stereo not given)	i	i	i	i	i	i	i	13.9	3.9	i	-5.6
COc1cc(OC)cc(C(=O)N2CCN(C3CCN(Cc4ccccc4)CC3)CC2)c1	i	i	i	i	i	i	i	-7.4	-8.5	i	-3.9
CCOC(=O)C1=C(C)N(CCCC(=O)O)C(=O)NC1c1cccs1 (stereo not given)	i	i	i	i	i	i	i	-2.9	-1.5	i	-3.5
Cc1cc(CSC(=N)N)c(CSC(=N)N)cc1C	i	i	i	i	i	i	130*	12.8	-2.5	i	-7.1
CC(C)n1cnnc1SCC(=O)Nc1ccc(Br)cc1F	i	i	i	i	i	i	i	7.5	-4.8	i	-3.0
O=C(NC1CCCCC1)C1CCCN1C(=O)Nc1ccccc1 (stereo not given)	i	i	i	i	i	i	i	-8.5	11.0	i	-4.9
CCn1nnnc1SCC(=O)Nc1cc(OC)cc(OC)c1	i	i	i	i	i	i	i	-3.4	-2.3	i	-3.5
COc1ccc(/C=N/NC(=O)C2CCN(c3ncc(C(F)(F)F)cc3Cl)CC2)cc1	i	i	i	i	i	i	i	-3.0	-2.2	i	-12.6
Cc1cccc(C)c1OCC(=O)Nc1ccccc1C(=O)N1CCOCC1	i	i	i	i	i	i	i	0.8	7.7	i	-9.2
COc1ccc(N2CCN(C(=O)/C=C/c3ccco3)CC2)cc1	i	i	i	i	i	i	i	2.5	5.0	i	-7.4
COc1ccc(-n2c(SCC(=O)N3CCc4ccccc43)nnc2-c2c[nH]c3ccccc23)cc1	i	i	i	i	i	i	i	-1.6	-1.2	i	-3.5
O=C(O)C1Cc2ccccc2CN1C(=O)CSc1nnc2ccccn12 (stereo not given)	i	i	i	i	i	i	i	.	11.6	i	-7.5
CCOC(=O)C1=NNC(C(=O)c2ccc(Cl)cc2)C1c1ccccc1 (stereo not given)	i	i	i	i	i	i	i	3.7	-10.5	i	-10.1
O=C(Cn1c(O)c(/C=C2\C=Nc3ccccc32)sc1=O)N1CCOCC1	i	i	i	i	i	i	i	-3.2	2.0	i	-8.6
O=C(Nc1ccccc1C(F)(F)F)c1ccccc1Br	i	i	i	i	i	i	i	.	-0.5	i	-10.9

(more compounds)
SMILES	TRPC4 inh	TRPC4 PAM	PolyA inh	KCNK3 inh	KCNK9 block	KCNQ1 block	TRPC4 agonist	DYRK1A inh	Platelet DG rel	KCNQ1 pot	hERG rescue
N=C1CCCN1CC(=O)c1cccs1	i	i	i	i	i	i	i	-4.8	-4.0	i	-13.9
COC(=O)c1ccccc1Nc1ccnc(Cl)n1	i	i	i	i	i	i	i	2.8	0.1	i	-7.1
Cc1ccc(C(=O)NCc2ccco2)cc1S(=O)(=O)N1CCCC1	i	i	i	i	i	i	i	1.6	34.3	i	-7.6
CC(C)c1cc(-c2cc(-c3ccccc3)on2)nc(NC2CCCC2)n1	i	i	i	i	i	i	i	4.0	6.7	i	-8.0
CCOc1ccc(S(=O)(=O)N2CCCC(C(=O)NCC3CCCO3)C2)cc1 (stereo not given)	i	i	i	i	i	i	i	1.6	-8.0	i	-9.3
O=C(/C=C/Nc1ccc(Nc2ccccc2)cc1)c1cccs1	i	i	i	i	i	i	i	-1.3	-1.0	i	-17.3
COC(C[C@@H]1O[C@H]1C(=O)COCc1ccccc1)OC	i	i	i	i	i	i	i	.	9.0	i	-0.6
O=C(Nc1cccc(C(F)(F)F)c1)c1cccnc1N1CCOCC1	i	i	i	i	i	i	i	8.3	-10.0	i	-6.5
Cc1ccc(C(=O)NC(C)c2ccc(F)cc2)cc1 (stereo not given)	i	i	.	i	i	i	i	-2.5	15.6	i	-4.3
CCN(CCCn1c(=S)[nH]c2ncccc2c1=O)c1ccccc1	i	i	i	i	i	i	i	13.2	-3.9	i	38.2*
O=C(CNS(=O)(=O)Cc1ccccc1)NCc1ccccc1	i	i	i	i	i	i	i	1.7	-2.3	i	-9.1
Fc1cnc(N/N=C/c2ccc(-c3ccc(Br)cc3)o2)nc1N1CCOCC1	i	i	i	i	i	i	i	28.2	8.3	i	-18.5
Cc1ccc(CN2CC(C(=O)NCC(=O)Nc3c(C)cccc3C)CC2=O)cc1 (stereo not given)	i	i	i	i	i	i	i	11.8	-12.4	i	-3.5
CCn1c(N2CCN(C(=O)C34CC5CC(CC(C5)C3)C4)CC2)nc2ccccc21	i	i	i	i	i	i	i	-1.4	-2.2	i	-18.2
Cc1ccc(Cn2cc(SCC(=O)Nc3nccs3)c3ccccc32)cc1	i	i	i	i	i	i	i	10.2	3.9	i	-1.2
O=C(COc1coc(CN2CCc3ccccc32)cc1=O)Nc1ccccc1	i	i	i	i	i	i	i	-11.1	4.6	i	-7.3
CCC(CC)C(=O)c1c[nH]c(C(=O)NCCc2ccccn2)c1	i	i	i	i	i	i	i	0.0	-8.4	i	-5.4

Source: PubChem BioAssay

Only part of the results is shown (hit frequency here may not be typical).
